CaV13 FRET inh – Primary screen for inhibitors of IQ motif and Ca2+-dependent inactivation inhibitor domain binding in CACNA1D, Förster resonance energy transfer in living cells, … | HEK cells, CFP/YFP FRET ICDI-IQ, plate reader, 10 min; percent FRET-ratio fall versus neutral wells | inhibition, % at 12.3 µM | actives 0.098% (n = 340,000) | AID 743397;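 active = mean replicate inhibition of at least 30% and at least 1% of replicates passing that level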;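 note: 0% = median of the neutral control wells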
NR2E3 ag-1 – NR2E3 (human) agonism; AID 2300; actives 0.12% (n = 320,000); inhibition of corepressor binding, % at 4.78 µM; Q9Y5X4; GST-NR2E3/biotin-RetCOR TR-FRET, 1536-well;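 active = percent inhibition above the cutoff of mean plus 3 SD of all tested compounds, set per screening campaign, cut at about 20% in these data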;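 note: 0% = DMSO wells and 100% = biotin wells as full block of FRET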
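System: GST-NR2E3 and biotin-RetCOR proteins; probe or stimulus: 7 nM biotin-RetCOR; doses: compound at 4.8 µM, single dose; schedule: Compound–protein incubation for 5 h at 4 °C; detection: time-resolved FRET; read-out: percent inhibition; controls: biotin wells as high control, 0.6% DMSO wells as low control; format: 1536-well plates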
NR2E3 ag-2 – agonists of human NR2E3 nuclear receptor | Q9Y5X4 | CHO-S Gal4-NCOR/VP16-NR2E3 two-hybrid, luciferase | inhibition of corepressor binding, % at 3.98 µM | actives 0.35% (n = 360,000) | AID 602229;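 active = inhibition above the mean of all tested compounds plus 3 SD, cut at about 70% in these data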;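 note: 0% = DMSO with NR2E3 transfected cells and 100% = cells lacking NR2E3 construct; higher means lower luciferase signal from less NR2E3 corepressor binding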
TRPM1 prom inh – reduces MITF-dependent TRPM1 promoter luciferase signal | actives 0.83% (n = 330,000) | AID 488899 | SK-MEL-5 TRPM1 promoter luciferase, 24 h | inhibition, % at 12.5 µM;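 active = mean inhibition across replicates of 60% or more, whatever share of single replicates reaches that level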; note: values of inactives mirror those of a sister screen read the other way
HIF-2a inh – blocks HIF-2a reporter activity. 786-0 RCC cells HIF-2a reporter, luciferase luminescence, overnight. inhibition, % at 18.8 µM. actives 0.72% (n = 360,000). AID 624352;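 active = inhibition of the luminescence signal of 40% or more relative to plate controls, in a single-dose primary screen at 18.75 µM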
m5-HT2A agonist – mouse HTR2A agonism via beta-arrestin recruitment. P35363. CHO-K1 mHTR2A beta-arrestin complementation, luminescence; percent of 30 µM serotonin response. activation, % at 7.6 µM. actives 0.66% (n = 360,000);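 active = activation above a run cutoff, the mean activation of all tested compounds plus 3 SD, cut at about 14% in these data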;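 note: 0% = plate median of compound wells and 100% = 30 µM serotonin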
Target sequence (P35363 whole entry, looked up): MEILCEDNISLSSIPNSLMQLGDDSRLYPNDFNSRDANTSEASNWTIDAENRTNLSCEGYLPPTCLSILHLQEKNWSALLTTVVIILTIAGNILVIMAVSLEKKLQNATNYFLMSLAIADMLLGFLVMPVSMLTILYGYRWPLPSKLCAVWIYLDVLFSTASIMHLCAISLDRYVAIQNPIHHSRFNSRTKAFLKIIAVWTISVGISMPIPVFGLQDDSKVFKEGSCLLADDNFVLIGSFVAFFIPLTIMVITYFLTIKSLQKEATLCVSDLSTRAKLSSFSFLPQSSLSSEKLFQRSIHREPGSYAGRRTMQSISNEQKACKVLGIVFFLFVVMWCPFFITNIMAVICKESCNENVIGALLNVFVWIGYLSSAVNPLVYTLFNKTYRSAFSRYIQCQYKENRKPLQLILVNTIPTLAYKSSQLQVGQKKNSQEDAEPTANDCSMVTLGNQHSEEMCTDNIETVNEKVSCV
Peg3 promoter – Peg3 promoter activity inhibition; HeLa PEG-Prom luciferase reporter, luminescence, overnight; inhibition, % at 20 µM; actives 1.7% (n = 360,000); AID 588405;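 active = inhibition of at least 50% at 20 µM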
Cardio protect – protects H9c2 cardiomyocytes from peroxide injury | protection from H2O2 cell death, % at 20 µM | H2O2 injury protection, ATPLite, 2 h | actives 0.63% (n = 360,000);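 active = compounds giving at least 50% protection of heart cells from peroxide-induced death in the single-dose screen, raw or plate-pattern-corrected value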;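 note: 0% = DMSO wells with peroxide and 100% = DMSO wells without peroxide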
Shn3 3UTR inh – inhibitors of Schnurri-3 3'UTR reporter in osteoblasts; Clone20 osteoblast Shn3 3'UTR firefly luciferase, 24 h; inhibition, % at 12.5 µM; actives 0.52% (n = 360,000); AID 588674;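 active = mean inhibition of at least 75% with every replicate also reaching 75%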;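 note: 0% = median of neutral control wells and 100% = pilot-screen positive control compound; some compounds past the cut are filed as inactive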
hiPSC survival – enhancers of human iPSC single-cell survival; hiPSC single-cell survival, ATPlite luminescence; 100% = ROCK inhibitor wells, 0% = DMSO; survival enhancement, % at 20 µM; actives 0.044% (n = 360,000); in the data active = survival enhancement above about 18%;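 note: cells exposed to compounds for 16 hours before the ATP read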
PDI turbidity – inhibitors of human protein disulfide isomerase; actives 0.052% (n = 350,000); AID 588391; PDI insulin aggregation turbidity, A650, 90 min; inhibition, % at 10 µM; P07237;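 active = mean inhibition across replicates of 30% or more, whatever share of single replicates reach that level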;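 note: absorbance from insulin aggregation driven by PDI reduction with DTT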
Target sequence (P07237 whole entry, looked up): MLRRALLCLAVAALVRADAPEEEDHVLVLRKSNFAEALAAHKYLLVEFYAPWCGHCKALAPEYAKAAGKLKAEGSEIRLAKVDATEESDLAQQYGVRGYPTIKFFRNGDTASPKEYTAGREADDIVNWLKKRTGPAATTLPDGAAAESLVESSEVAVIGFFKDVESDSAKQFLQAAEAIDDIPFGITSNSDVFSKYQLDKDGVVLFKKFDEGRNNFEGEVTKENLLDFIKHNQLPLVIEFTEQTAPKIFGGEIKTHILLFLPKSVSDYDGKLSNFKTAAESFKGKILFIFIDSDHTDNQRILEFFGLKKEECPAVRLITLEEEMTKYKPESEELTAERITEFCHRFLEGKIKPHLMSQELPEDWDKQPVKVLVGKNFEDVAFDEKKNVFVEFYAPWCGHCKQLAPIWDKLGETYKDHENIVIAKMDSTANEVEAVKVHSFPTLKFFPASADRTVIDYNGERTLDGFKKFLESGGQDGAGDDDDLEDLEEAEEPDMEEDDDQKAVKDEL
* marks the source's active call; other numbers are inactive results; nt = no result given; + = active, no number.

Values run as follows: CaV13 FRET inh	NR2E3 ag-1	NR2E3 ag-2	TRPM1 prom inh	HIF-2a inh	m5-HT2A agonist	Peg3 promoter	Cardio protect	Shn3 3UTR inh	hiPSC survival	PDI turbidity
- O=C(Nc1ccccc1)N(c1ccccc1)C1C=CS(=O)(=O)C1 (stereo unspecified)
→ -5	3	28	nt	15	2	7	0	2	0.0	5
- CC12CCC(C(=O)N(c3ccccn3)c3ccccn3)(OC1=O)C2(C)C (stereo unspecified)
→ -1	1	-7	14	8	1	-2	-4	-3	-2.5	9
- CC(=O)Nc1cc(Cl)ccc1OS(=O)(=O)c1ccc(C)cc1
→ -3	0	12	-6	2	1	-1	-3	-12	0.5	-3
- Cc1cc(N(C)Cc2ccccc2)nc(-c2ccccc2)n1
→ -5	-3	-34	10	-42	-8	-4	-14	-6	-2.6	-1
- CC(C)(C)c1ccc(CC(=O)N2CCC2(C)C(=O)NS(=O)(=O)c2cccc(C#N)c2)cc1 (stereo unspecified)
→ -11	nt	-17	nt	6	-3	13	6	20	-0.4	1
- O=C(CSc1nc2ccccc2c(=O)[nH]1)Nc1ccc([N+](=O)[O-])cc1
→ -11	nt	1	14	17	3	36	10	6	3.7	1
- Cc1cc(C)cc(NC(=O)CCc2nc3sc4c(c3c(=O)[nH]2)CCCC4)c1
→ -6	1	84*	6	4	6	84*	9	-44	-0.6	-9
- CCOC(=O)c1cc(NC(=O)CNCC(c2ccccc2)N(C)C)cc(C(=O)OCC)c1 (stereo unspecified)
→ -20	1	13	-12	-14	0	-13	-1	1	-0.6	-3
- CCn1c(COc2ccccc2C)nnc1SCC(=O)N1CCC(C)CC1
→ -7	6	-21	5	-2	1	13	-2	21	8.5	-17
- CCOC(=O)C1CCCN(C(=O)c2ccc3c(c2)N(C)C(=O)/C(=C/c2ccccc2Cl)S3)C1 (stereo unspecified)
→ -7	-3	4	6	11	7	-63	-11	46	0.3	13
- Cc1ccc(C)c(S(=O)(=O)N2CCCC2CNC(=O)C(=O)NCc2ccccn2)c1 (stereo unspecified)
→ -1	11	0	2	1	0	10	4	1	0.0	12
- CCCN(CC(=O)Nc1ccc(OC)c(OC)c1)CC(=O)Nc1ccc(F)c(F)c1F
→ 1	-1	-8	5	19	0	23	-6	6	-0.7	4
- Cc1ccc(N=C2NC(=O)/C(=C/c3cccn3C)S2)cc1
→ -4	2	-166	-44	-347	-8	-305	-8	-177	-0.7	-1
- COc1cccc(Oc2nc(N)ncc2[N+](=O)[O-])c1
→ -2	1	-12	1	16	-2	0	4	-10	0.5	1
- COc1ccc(-c2oc3c(c2C(=O)OCCCO)C(OCCCCCO)CCC3)cc1 (stereo unspecified)
→ -7	nt	-9	nt	8	-5	nt	nt	nt	0.3	nt
- CN1C(=O)CC(N2CCN(c3ccc(Cl)c(Cl)c3)CC2)C1=O (stereo unspecified)
→ -9	0	25	6	6	16*	19	4	17	2.8	13
- COc1ccc(NC(=O)Nc2ccc(Cc3ccncc3)cc2)cc1OC
→ -3	4	-3	-7	7	0	-7	8	-1	2.4	-1
- CC(=O)Nc1ccc(NC(=O)COc2ncnc3ccccc23)cc1
→ -5	0	-25	4	6	-5	-4	6	-16	-0.9	-1
- Nc1c(Cl)cc(NC(=O)c2ccccc2C(=O)O)cc1Br
→ -4	-4	-23	4	10	0	12	8	-16	2.3	-23
- Cc1cc(NC(=O)CS(=O)(=O)c2cn(Cc3cccc(C(F)(F)F)c3)c3ccccc23)no1
→ -4	nt	9	nt	12	0	18	-28	75	-2.9	-2
- Cc1ccc(C(=O)NC(=O)OCCn2c(C)cnc2[N+](=O)[O-])cc1
→ -1	1	2	-3	12	7	-7	5	1	0.1	-11
- CN1CCN(S(=O)(=O)c2cc(C(F)(F)F)ccc2Cl)CC1
→ -20	nt	-26	7	17	-2	-1	-2	-50	0.0	-1
- CC(=O)c1ccc(NC(=O)CC2Nc3cccc4cccc(c34)NC2=O)cc1 (stereo unspecified)
→ -4	-3	-44	6	9	-4	28	12	11	3.8	1
- COC(=O)C1=NN(c2cccc3ccccc23)C2C(=O)N(c3ccccc3OC)C(=O)C12 (stereo unspecified)
→ -5	4	-5	nt	6	1	17	5	15	0.6	0
- Cc1ccc(C)c(NC2=CC(=O)CC(C)(C)C2)c1C#N
→ 2	5	-3	10	11	0	2	-2	-57	-0.3	-1
- CCOC(=O)CN1C(=O)C(Sc2n[nH]c(-c3ccccc3)n2)CCc2ccccc21 (stereo unspecified)
→ -7	5	1	17	2	-4	10	-5	7	-0.2	-1
- O=C(Nc1cccc(Cl)c1)Nc1nc(-c2ccc(Cl)cc2)cs1
→ -5	3	13	16	-77	-2	-31	-21	37	1.4	-8
- COC(=O)Cn1c(=O)c2c(n(Cc3ccccc3)c1=O)N/C(=C/c1ccc(Br)cc1)C2=O
→ -9	2	11	5	30	4	5	-2	5	-0.4	0
- Cc1ccc(S(=O)(=O)NC2CCCCC2)cc1
→ nt	3	-12	4	2	-2	0	-4	6	-1.4	nt
- COc1ccc(Cn2c(=O)oc3ccc(C)cc32)cc1OC
→ -4	5	35	2	22	0	16	-15	73	2.9	-2

Three structures already listed, ordered by SMILES length, high to low.
Values run as follows: CaV13 FRET inh	NR2E3 ag-1	NR2E3 ag-2	TRPM1 prom inh	HIF-2a inh	m5-HT2A agonist	Peg3 promoter	Cardio protect	Shn3 3UTR inh	hiPSC survival	PDI turbidity
- CCOC(=O)CN1C(=O)C(Sc2n[nH]c(-c3ccccc3)n2)CCc2ccccc21 (stereo unspecified)
→ -7	5	1	17	2	-4	10	-5	7	-0.2	-1
- Cc1ccc(C(=O)NC(=O)OCCn2c(C)cnc2[N+](=O)[O-])cc1
→ -1	1	2	-3	12	7	-7	5	1	0.1	-11
- Cc1ccc(S(=O)(=O)NC2CCCCC2)cc1
→ nt	3	-12	4	2	-2	0	-4	6	-1.4	nt

Following part:
Values run as follows: CaV13 FRET inh	NR2E3 ag-1	NR2E3 ag-2	TRPM1 prom inh	HIF-2a inh	m5-HT2A agonist	Peg3 promoter	Cardio protect	Shn3 3UTR inh	hiPSC survival	PDI turbidity
- O=[N+]([O-])c1ccc(CNc2cccc(F)c2)s1
→ -3	2	-56	3	-2	3	-6	-4	13	1.7	-8
- Cc1ccc(NC(=O)Cn2c(=O)n(Cc3ccco3)c(=N)c3c4c(sc32)COC(C)(C)C4)cc1
→ nt	0	-12	0	8	-2	10	2	8	3.4	16
- COC(=O)[C@@]12CCCCN1[C@H](c1ccc(SC3CCCCC3)cc1)[C@H]1C(=O)N(C)C(=O)[C@H]12
→ -11	-3	-7	6	23	0	6	-18	0	4.5	2
- Cc1c(NC(=O)Nc2ccc([N+](=O)[O-])cc2)c(=O)n(-c2ccccc2)n1C
→ -19	1	-16	-3	12	-5	1	4	-6	0.4	3
- O=C(CN1C(=O)S/C(=C/c2cccs2)C1=O)N1CCCC1
→ -6	-4	-58	-5	-40	1	-17	0	-3	0.5	4
- O=C(NCc1ccco1)c1nc2nc(-c3cccs3)cc(C(F)(F)F)n2n1
→ -5	3	3	13	19	-1	20	14	-1	2.9	2
- COc1ccc(NC(=O)C2CCCN(CCCc3ccccc3)C2)cc1OCC(C)C (stereo unspecified)
→ -1	2	2	4	22	9	31	7	13	-0.4	-21
- CNC(=O)CN(c1ccc(OC)cc1)S(=O)(=O)c1ccc(F)cc1
→ nt	0	11	-2	6	2	3	-7	3	-0.6	-2
- C[C@@H]1[C@H](O)C[C@@]23COC(=O)C2=CCCC3[C@@]1(C)CCC1COC(=O)C1 (stereo partly specified)
→ nt	1	5	nt	-2	1	6	-1	-20	1.1	nt
- C=CCn1c(C)cc(C(=O)CSc2nc3ccccc3o2)c1C
→ -4	2	-110	-40	-165	4	-293	-30	22	-0.5	-2
- Cc1ccccc1CSCC1Nc2ccc(C(=O)NCCc3ccccc3)cc2NC1=O (stereo unspecified)
→ -9	nt	-7	nt	-3	-7	5	3	-40	-3.0	0
- C/C(=N/Nc1ccnc2cc(Cl)ccc12)c1ccc(O)cc1
→ -6	2	-12	-42	-74	-10	-114	1	-11	-4.2	-9
- CC(C)c1ccc(/C=C2\Oc3c(ccc(O)c3CN3CCN(C)CC3)C2=O)cc1
→ +	0	11	-17	12	3	-1	-1	-20	0.2	7
- O=C(NNC(=O)c1ccccc1-n1cccc1)c1ccc(Cl)cc1Cl
→ -5	-2	-23	10	-20	-3	2	2	-3	3.2	7
- O=C(NCCN1CCOCC1)c1ccc(Cl)c(S(=O)(=O)N2CCOCC2)c1
→ nt	-3	-16	9	9	0	0	-3	21	0.2	-2
- CC1(C(=O)NCc2cccc3ccccc23)CCN1C(=O)Cc1ccc(-c2ccccc2)cc1 (stereo unspecified)
→ -7	nt	36	nt	-1	5	53*	-8	34	-0.4	-6
- CCc1ccccc1NCC(=O)Nc1ccc(Cl)c(C(F)(F)F)c1
→ -4	-1	-2	-5	-9	-4	41	-11	35	1.0	-7
- CC1CCCCC1NC(=S)Nc1ccc(Cl)cc1Cl (stereo unspecified)
→ -1	-1	-7	-21	-62	1	-55	-35	16	-0.6	0
- Cc1[nH]c2ccccc2c1C(c1ccncc1)N1CCC(C)CC1 (stereo unspecified)
→ -20	3	5	5	13	1	-9	-3	-17	-0.6	-4
- Nc1nc(SCC(=O)Nc2cc(-c3ccccc3)nn2-c2ccccc2)n[nH]1
→ -7	4	-34	-3	-12	-3	9	-7	2	-1.6	0
- COc1ccc(OCC(=O)N(Cc2ccc(C)o2)C2CCS(=O)(=O)C2)cc1 (stereo unspecified)
→ -3	3	-9	4	3	14	-1	-4	7	1.0	-10
- O=c1cc(N2CCOCC2)c2ccccc2o1
→ nt	0	-5	-3	19	2	-20	3	9	5.7	3
- Cc1onc(-c2ccccc2)c1C(=O)OCC(=O)c1ccc[nH]1
→ -5	nt	-2	nt	-1	-2	16	-13	10	-1.1	-1
- C=CCOn1c(=O)c(-c2ccc(OC)c(OC)c2)[n+]([O-])c2ccccc21
→ -5	-1	-21	4	-28	0	-24	10	8	0.5	-1
- CC(=O)CSc1ncnc2sc3c(c12)CCCC3
→ -1	3	0	1	-17	5	4	2	6	1.2	0
- Cc1cccc(NC(=O)C2CCN(S(=O)(=O)c3c(C)noc3/C=C/c3ccco3)CC2)n1
→ -5	-2	-14	6	17	-2	23	-4	29	-1.7	16
- CCOc1ccc2ccccc2c1CNc1nnnn1CC
→ -6	-1	-9	4	13	-1	5	-5	7	-0.2	1
- O=C(NC(Cc1c[nH]c2ccccc12)C(=O)O)/C(=C/c1ccc2c(c1)OCO2)NC(=O)c1ccccc1 (stereo unspecified)
→ -4	nt	-17	4	1	0	6	5	-1	-1.1	-5
- CCOC(=O)COc1c(Cl)cc(C2NC(=S)NC(c3ccccc3)=C2C(C)=O)cc1OC (stereo unspecified)
→ -2	1	-10	15	23	2	-12	10	16	-0.7	-2
- CCCNC(=O)C(Cc1ccccc1)NC(=O)Cc1ccccc1 (stereo unspecified)
→ -5	0	-6	1	1	1	-3	2	-27	0.8	2
- Fc1ccccc1OCCCCSc1ncccn1
→ -5	1	6	-27	-94	1	-106	2	-17	4.6	-8
